Bioassay records (PubChem BioAssay)
TDP43 rescue – qHTS of TDP-43 Inhibitors; TDP-43 expressing yeast growth rescue, BacTiter-Glo, 24 h; Potency, µM (titrated, usually from 46.1 µM), for inactives: at the highest dose growth rescue (activation), most hits filed as activators; 410,000 compounds, 1.8% hits; AID 652104, 2013; further: potency means the concentration at half of the fitted maximal effect; % of control where 0% means no effect; nearly all actives have a fitted effect of over 50% in size
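Growth rescue of TDP-43-toxic yeast measured as ATP luminescence (BacTiter-Glo). Cells grown to mid-log in raffinose, induced in galactose at OD600=0.02, exposed to compound 24 hr at 30 deg C.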
aSyn rescue – qHTS of alpha-syn Inhibitors | Yeast expressing alpha-synuclein, growth rescue, BacTiter-Glo, 24 h | Potency, µM (series often up to 46.1 µM), inactives show top-dose growth rescue (activation), most hits filed as activators | 370,000 compounds, 0.14% hits | AID 652106, 2013; further: potency means the concentration at half of the fitted maximal effect; % of control where 0% means no effect; nearly all actives have a fitted effect of over 65% in size
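Readout is rescue of growth in alpha-synuclein-expressing yeast, so inhibitors of toxicity appear as activators. Growth after 24 hr at 30 deg C in galactose medium is quantified by luminescence.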
GLP-1R inv ag – qHTS of GLP-1 Receptor Inverse Agonists (Inhibition Mode); Glucagon-like peptide 1 receptor (Homo sapiens), P43220; HEK293 GLP-1R CRE-luciferase, luminescence, 24 h; GLP-1R form is constitutively active; 410,000 compounds, 1.6% hits; Potency, µM (titrated, usually from 38.3 µM), for the others: at the top dose activity change, negative = inhibition, hits mostly inhibitors; further: potency means the concentration at half of the fitted maximal effect; on the % scale 0 is the no-effect control and ±100 the full control effect; nearly all actives have a fitted effect of over 55% in size
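Inverse agonism was detected as reduced cAMP-driven luciferase luminescence after 24 h compound treatment. The cells were HEK293 clones expressing constitutively active human GLP-1R with the reporter. Reporter-only and GPR119 cell lines served as counterscreen controls.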
FUS suppressor – qHTS for Suppressors of FUS Proteinopathy: Primary screen using FUS-linked yeast assay. AID 1347120, 2019. Potency, µM (doses to about 76.6 µM), inactives show top-dose growth rescue (activation), usual class: activators. 390,000 compounds, 0.24% hits. S. cerevisiae FUS-expressing, growth rescue, OD600, 24 h;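 further: potency means the concentration at half of the fitted maximal effect; plate controls were DMSO vehicle for no effect and reference control for full effect; nearly all actives have a fitted effect of over 55% in size; some results filed as inactive show a strong effect at the top dose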
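Compound concentration series was pinned onto galactose-induced FUS-expressing yeast seeded at OD 0.005. Plates sat 24hr at 30C; absorbance at 600 nm gave growth. DMSO served as background control.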
DRD3 antagonist – qHTS of D3 Dopamine Receptor Antagonist: qHTS. D(3) dopamine receptor (Homo sapiens), P35462. D3R cells, DiscoveRx beta-arrestin luminescence, antagonist mode; stronger effect = lower value. max response, negative = inhibition, %. 360,000 compounds, 2.5% hits; in the data active means max response below about -50%; inconclusive means no clear call, values can overlap the other calls; further: on the % scale 0 is the no-effect control and ±100 the full control effect; mostly tested at two doses, the higher about 12 µM
Target sequence (P35462 whole entry, looked up): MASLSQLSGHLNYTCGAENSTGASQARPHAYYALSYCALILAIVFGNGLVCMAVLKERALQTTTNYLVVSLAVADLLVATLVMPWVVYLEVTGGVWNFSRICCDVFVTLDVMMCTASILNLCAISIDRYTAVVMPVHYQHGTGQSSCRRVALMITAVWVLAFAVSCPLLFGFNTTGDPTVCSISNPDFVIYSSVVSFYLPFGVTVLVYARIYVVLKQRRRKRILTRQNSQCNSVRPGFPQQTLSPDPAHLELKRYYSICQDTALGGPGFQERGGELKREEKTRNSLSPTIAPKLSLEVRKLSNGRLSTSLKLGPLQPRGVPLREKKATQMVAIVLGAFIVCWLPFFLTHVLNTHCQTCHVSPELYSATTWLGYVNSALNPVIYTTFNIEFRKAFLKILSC
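Cells expressing the human receptor were seeded at 1500 cells/well, incubated overnight at 37 degrees C in 5% CO2, then exposed to library compounds with dopamine controls for 90 minutes at 37 degrees C before luminescent detection.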
GLP-1R agonist – qHTS of GLP-1 Receptor Agonists. Glucagon-like peptide 1 receptor (Homo sapiens), P43220. HEK293 GLP-1R CRE-luciferase, luminescence, 4-6 h; cells express a hypersensitive GLP-1R form. Potency, µM (doses to about 45.6 µM), for the others: at the top dose activation, actives largely listed as activators. 380,000 compounds, 0.007% hits. AID 624172, 2012; further: potency means the concentration at half of the fitted maximal effect; % of control where 0% means no effect
PTHR1 ag – qHTS for PTHR1 Agonists: Primary Screen; Parathyroid hormone/parathyroid hormone-related peptide receptor (Homo sapiens), Q03431; HEK293 GP2 PTHR1 cells, GloSensor cAMP luminescence, 1 h; Potency, µM (titrated, usually from 115 µM), for the others: top-dose activation, usual class: activators; 410,000 compounds, 0.075% hits; further: potency means the concentration at half of the fitted maximal effect; nearly all actives have a fitted effect of over 55% in size; some results filed as inactive show a strong effect at the top dose; inactives centre near -15; many of its hits are not listed in these tables
Target sequence (Q03431 whole entry, looked up): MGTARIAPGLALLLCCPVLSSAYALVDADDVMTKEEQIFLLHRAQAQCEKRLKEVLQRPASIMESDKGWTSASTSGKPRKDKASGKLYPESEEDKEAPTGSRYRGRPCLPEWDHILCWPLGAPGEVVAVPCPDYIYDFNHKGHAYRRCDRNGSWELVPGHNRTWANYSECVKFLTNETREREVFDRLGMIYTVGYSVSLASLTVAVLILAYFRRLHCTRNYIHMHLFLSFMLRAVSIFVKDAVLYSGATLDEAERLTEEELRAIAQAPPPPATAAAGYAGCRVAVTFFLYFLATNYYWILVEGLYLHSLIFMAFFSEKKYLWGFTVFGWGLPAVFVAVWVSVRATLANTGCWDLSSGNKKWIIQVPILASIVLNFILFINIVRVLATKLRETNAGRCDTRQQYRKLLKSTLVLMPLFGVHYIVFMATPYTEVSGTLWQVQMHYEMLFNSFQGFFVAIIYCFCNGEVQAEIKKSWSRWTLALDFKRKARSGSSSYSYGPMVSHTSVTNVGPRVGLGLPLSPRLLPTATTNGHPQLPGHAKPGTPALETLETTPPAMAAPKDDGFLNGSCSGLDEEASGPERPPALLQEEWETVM
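HEK-293-derived GP2 cells expressing PTHR1 and a GloSensor cAMP reporter, 3,000/well, plated overnight, given luciferin plus IBMX (each 0.5 mM as added) for 1 h at 37 °C, then compound for 1 h at 37 °C. Luminescence was read after 15 min at room temperature.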
Abeta rescue – qHTS for compounds that reverse cellular toxicity of Amyloid beta (A-beta) peptide in yeast: Primary Screen; yeast expressing A-beta42, growth rescue, OD600, 48 h; response scale: 0% DMSO, 100% iron-clioquinol control; Potency, µM (doses to about 46.1 µM), without a hit: top-dose growth rescue, usual class: activators; 410,000 compounds, 0.063% hits; further: potency means the concentration at half of the fitted maximal effect; nearly all actives have a fitted effect of over 55% in size
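Yeast A-beta toxicity model in growth medium with pinned compounds, 48 h at 30 C; growth read as absorbance at 600 nm. Normalized to FeCl3/clioquinol equimolar mix (positive) and DMSO (negative).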
pAkt inh – HTS Assay for Inhibitors of Akt Phophorylation: Primary Screen. activity change, % for hits at 50 µM. 360,000 compounds, 0.32% hits. AID 651550, 2012. Neuro2A IGF-stimulated pAkt S473 HTRF, 20 min; stronger effect = lower value; in the data active means activity change below about -80%; inconclusive means mostly about -51% to -80%; further: on the % scale 0 is the no-effect control and ±100 the full control effect
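Single-point screen (50 µM final compound) in Neuro2A cells stimulated 20 min with 6 nM IGF at 37 deg C. After lysis, Ser473-phosphorylated Akt read by HTRF (ex 330 nm, em 615/665 nm) as the 665/615 ratio.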
The depositor's hits bear a star; i = inactive; ? = inconclusive; . = not tested or not shown; & = joins results of further samples; [ ] = remark or other dose. Unless noted, the call rests on the fitted dose curve; in most records, active means well fitted curve in the direction sought with a large enough effect; inconclusive means small, poorly fitted or top-dose-only effect, or another doubt; inactive means no such curve, though single readings can be large; an effect the other way counts as inactive or inconclusive.

SMILES | FUS suppressor | TDP43 rescue | GLP-1R inv ag | pAkt inh | GLP-1R agonist | PTHR1 ag | DRD3 antagonist | aSyn rescue | Abeta rescue
COc1ccc(NC(=O)N2CCN(c3ccc([N+](=O)[O-])cc3)CC2)cc1OC | 21% | -1%[0.397 µM] | 6% | i | 3% | -28% | 1 | 5% | 3%
S=c1[nH]nc2sc3ccccc3n12 | -4% | 44% | 8% | i | 5% | -31%[inhibitor] | -8 | -5% | 2%
CCOc1ccccc1N(C(=O)c1snc(C(N)=O)c1N)C(CC)C(=O)NC1CCCC1 (configuration not stated) | 0% | -16% | 8% | i | 4% | -6% | -6 | 2% | 1%
COC(=O)c1cc2oc3ccccc3c2n1Cc1nc(-c2ccccc2C)oc1C | 1% | 13% | 3% | . | . | i | . | . | -10%
Cc1ccc(C(=O)CN2/C(=C(\O)c3ccccc3)C(=O)c3ccccc3S2(=O)=O)c(C)c1 | 19% | 0% | 0% | i | -13% | -10% | -50* | 12% | -28%
COCC(O)CSc1nc(C)[nH]c1[N+](=O)[O-] (configuration not stated) | -2% | -28% | 19% | i | -6% | i | -21 | -1% | 2%
OCC1(Cc2cccc(C(F)(F)F)c2)CCN(Cc2cc3ccccc3o2)CC1 | 15% | -37%[inhibitor] | ? | i | 3% | -32%[inhibitor] | -28 | 7% | -45%[inhibitor]
O=C(NCC(c1ccco1)N1CCN(c2ccccc2F)CC1)OCc1ccccc1 (configuration not stated) | 23% | -33%[inhibitor] | ? | i | 0% | i | 9 | -7% | -1%
O=c1c(S(=O)(=O)c2ccccc2)cn(Cc2cccc(F)c2)c2cc(N3CCOCC3)c(F)cc12 | -6% | 25% | -15% | . | . | i | . | . | 2%
COc1ccc2[nH]cc(CCNC(=O)Nc3cc(C)cc(C)c3)c2c1 | 3% | 17% | ? | . | . | -20% | . | . | 14%
Cc1nn(-c2ccccc2)nc1CNC(=O)C(C)Cc1ccccc1 (configuration not stated) | -8% | 15% | -2% | i | 6% | -42%[inhibitor] | 5 | 1% | -11%
Cn1cccc1C(=O)OCC(=O)NCc1cccs1 | 18% | 24% | -3% | i | 0% | -24% | -11 | 0% | -6%
N#Cc1ccc(NC(=O)COC(=O)C2=COCCO2)cc1 | -5% | 0% | 1% | i | 3% | i | -9 | 0% | -14%
COc1ccc(C(=O)NC2CCCCC2)cc1S(=O)(=O)N1CCCC1 | 6% | 5% | 9% | i | 8% | i | 16 | 19% | 1%
Cc1ccc(SC(=O)c2c(C)noc2-c2cc(C)on2)cc1 | 8% | -11%[1.82 µM] | 17% | i | 3% | -22% | -92* | 13% | -17%
Cc1cc(C(=O)CSc2nc3ccccc3n2C)c(C)n1C | 9% | 11% | 2% | i | 17% | i | -3 | -1% | 10%
O=C(c1ccoc1)N1CCCC(CO)(CCCc2ccccc2)C1 (configuration not stated) | ? | 13% | -29% | i | 1% | i | 1 | 9% | -7%
Cc1ccccc1OCC(=O)NCCNC(=O)c1ccncc1 | 31% | -21% | 16% | i | 3% | -19% | -11 | -3% | -2%
Oc1cc(-c2ccccc2)c2ccccc2c1 | -4% | ? | ? | i | 16% | -4% | 7 | -2% | -94%[inhibitor]
Cc1nc(N)nc(N(C)c2ccccc2)c1Br | 13% | 14% | 8% | i | ? | i | 2 | 6% | 10%
CCCCOc1ccc(C(=O)NNC(=S)NC(=O)CC)cc1 | -4% | ? | ? | i | -22% | -6% | ? | -14% | -79%[inhibitor]
COc1ccc(-n2c3c(cc(-c4nc(-c5ccc(C)cc5)cs4)c2=O)C(=O)CC(C)(C)C3)cc1 | -11% | 12% | -7% | . | . | -18% | . | . | 14%
Fc1ccc(Sc2cc(Cl)c(-c3ccccc3)nn2)cc1 | 21% | 16µM* | ? | i | 19% | -5% | 0 | -1% | 4%
CCNc1cc(Nc2c(C)n(C)n(-c3ccccc3)c2=O)c([N+](=O)[O-])c2nonc12 | 3% | -7% | -15% | i | 3% | i | 2 | 8% | 0%
O=[N+]([O-])c1ccc(Nc2ccccc2)c2nonc12 | -15% | -5% | -2% | i | -8% | -74%[inhibitor] | -24 | 5% | -7%

Overlap with the part before: two entries; new compounds follow.
SMILES | FUS suppressor | TDP43 rescue | GLP-1R inv ag | pAkt inh | GLP-1R agonist | PTHR1 ag | DRD3 antagonist | aSyn rescue | Abeta rescue
CCNc1cc(Nc2c(C)n(C)n(-c3ccccc3)c2=O)c([N+](=O)[O-])c2nonc12 | 3% | -7% | -15% | i | 3% | i | 2 | 8% | 0%
O=[N+]([O-])c1ccc(Nc2ccccc2)c2nonc12 | -15% | -5% | -2% | i | -8% | -74%[inhibitor] | -24 | 5% | -7%
CC(C)CCNC(=O)C(c1ccncc1)N(Cc1cccs1)C(=O)Cn1nnc(-c2ccc(F)cc2)n1 (configuration not stated) | 39% | -10% | ? | i | 5% | i | -26 | -6% | 8%
Cc1ccc(O)c(NC(=O)CSc2n[nH]c(-c3ccccc3)n2)c1 | -24% | 15% | 4% | i | 1% | -26% | 28 | 2% | 3%
CCOc1ccc(S(=O)(=O)N2CCC(C(=O)NCc3cccnc3)CC2)cc1Cl | 5% | -11% | -21% | i | 0% | -13% | -9 | -3% | ?
Cc1ccc(-c2nnn(CC(=O)NCC3CC3)n2)o1 | -5% | -2% | 24% | i | 5% | -17% | 2 | 1% | 28%
Cc1cccc(C(=O)OCC(=O)N2c3ccccc3CC2C)c1C (configuration not stated) | -8% | 2% | ? | i | -3% | i | 5 | 23% | -1%
CC1CN(C(=O)CN2C(=O)NC(C)(c3ccccc3)C2=O)CC(C)O1 (configuration not stated) | 5% | -11% | -2% | i | -10% | -10% | -20 | 6% | -3%
O=C(NCCCn1ccnc1)c1csc2ccccc12 | 10% | -14% | -20% | i | -1% | i | 9 | 4% | 23%
COCCC(=O)N1CCC(Oc2ccc(C(=O)N3CCC(N(C)C)C3)cc2)CC1 (configuration not stated) | 15% | 2% | 2% | i | -4% | i | 3 | 3% | 14%
O=S1(=O)N=C(N/N=C/c2cccs2)c2ccccc21 | 2% | 23% | ? | i | 1% | i | -2 | 3% | 6%
O=C(NCC1CCCO1)C1CCCN(S(=O)(=O)c2cc(Cl)ccc2Cl)C1 (configuration not stated) | 17% | 27% | -29% | i | -1% | -19% | -12 | 4% | 25%
COc1ccc(S(=O)(=O)NCC(c2ccc(N(C)C)cc2)N2CCCC2)cc1F (configuration not stated) | 5% | 6% | -16% | . | . | 22% | . | . | 0%
COCCNC(=O)Cn1nc(C(F)(F)F)c(Cl)c1C | -18% | 3% | -25% | i | -2% | i | 0 | -12% | -13%
CCCc1cc(=O)oc2cc(OCc3ccc(OC)cc3)c(Cl)cc12 | -21% | 7% | -19% | i | -5% | -91%[inhibitor] | 24 | 0% | -6%
COc1ccccc1CC(=O)OCC(=O)N1CCN(c2ccc(F)cc2)CC1 | 13% | 16% | ? | i | 7% | -26% | -1 | 10% | -4%
CC1CN(CCCCOc2ccc(Cl)c3ccccc23)CC(C)O1 (configuration not stated) | 15% | -14%[1.82 µM] | ? | i | 10% | i | ? | 1% | -14%
Cc1ccccc1NC(=O)Cn1c(=O)n(CCc2ccccc2)c(=O)c2sc3ccccc3c21 | -19% | -22% | 16% | . | 0% | -45% | . | . | -15%
C=CCOC(=O)C(C#N)c1nc2ccccc2nc1N1CCN(Cc2ccccc2)CC1 (configuration not stated) | 12% | -2% | 1% | i | 3% | i | 9 | 7% | 10%
CCN1C(=O)[C@H]2[C@@H](c3ccc(-c4cc(C(C)=O)cs4)cc3)N[C@@](Cc3ccccc3)(C(=O)OC)[C@H]2C1=O | -9% | 7% | 9% | i | -3% | -13% | -14 | -5% | 25%
O=C(Nc1ccccc1C(=O)NCc1ccco1)c1ccco1 | 15% | 0% | 43%[activator] | i | 2% | -15%[57.5 µM] | -7 | 2% | -1%
CCc1cccc(C)c1NC(=O)CCCN1C(=O)C(c2ccccc2)Oc2cccnc21 (configuration not stated) | -4% | 0% | 4% | . | -1% | -18% | . | . | -10%
COCCn1c(=O)[nH]c2cc(C(=O)Nc3cccc(C(C)=O)c3)ccc2c1=O | 9%&-32% | 3%&-2% | -10%&0% | i | 0%&1% | 0%&18% | 6 | -1% | -13%&-12%
CCOC(=O)C1=CCN(S(=O)(=O)c2ccccc2Br)C1c1ccc(F)cc1 (configuration not stated) | 42% | 0% | ? | i | 22% | -1% | 8 | 1% | 13%
CN(CC(=O)Nc1ccccc1Cl)C(=O)C1CSC2(C)CCC(=O)N12 (configuration not stated) | -2% | -1% | 1% | i | 2% | -33%[inhibitor] | -10 | -5% | -17%
Cc1ccccc1C(=O)Nc1ccccc1C(=O)OCc1cc(=O)n2nc(C3CC3)sc2n1 | -13% | 11% | 12% | . | . | -14% | . | . | -21%
C=C1CCC(OC(C)=O)C2(C)CCC3C(C)C(=O)OC3C12O (configuration not stated) | 18% | -13% | 4% | i | 10% | -2% | -2 | -13% | 5%
COc1ccc(C(C)=O)cc1CSCc1cc(C(C)=O)ccc1OC | 9% | 0% | 39%[activator] | i | ? | i | -1 | 6% | 0%
CCC(CC)C(=O)Nc1ccc(OCc2cc(=O)n3ccsc3n2)cc1 | -20% | ? | 8% | . | 0% | i | . | . | 8%
Cc1nn(C(=O)c2nn(C)cc2[N+](=O)[O-])c(C)c1Br | 8% | 14% | 4% | i | 0% | i | 16 | 6% | 1%

This is a subset. The share of hits here may be higher or lower than overall.
